# DT40 TDP1 CPT – qHTS for Inhibitors of human tyrosyl-DNA phosphodiesterase 1 (TDP1): qHTS in cells in presence of CPT. chicken DT40 Tdp1-/-;hTDP1 cells + 20 nM CPT, ATP luminescence, 48 h. Potency, µM (doses to about 46.2 µM), for inactives: at the top dose activity change, negative = growth inhibition, usual class: inhibitors. 12% of 420,000 active. AID 686979, 2013; note: nearly all actives have a fitted effect of over 55% in size
#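 Cell growth measured by CellTiter-Glo luminescence after a minimum 48 h, 37 C compound exposure with 20 nM CPT in Tdp1-knockout DT40 cells stably expressing hTDP1, seeded 400/well; qHTS titration format.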
# TDP1 cell noCPT – qHTS for Inhibitors of human tyrosyl-DNA phosphodiesterase 1 (TDP1): qHTS in cells in absence of CPT; DT40 Tdp1-/- hTDP1 cells, no CPT, ATP luminescence, 48 h; Potency, µM (series often up to 46.2 µM), without a hit: at the top dose activity change, negative = growth inhibition, hits mostly inhibitors; 15% of 420,000 active; AID 686978, 2013; note: nearly all actives have a fitted effect of over 55% in size
#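 No-CPT arm: Tdp1-/-;hTDP1 DT40 cells (400/well) plus compounds, incubated ≥48 hr at 37 °C. Readout CellTiter-Glo luminescence.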
# TDP1 block – qHTS Assay for Inhibitors of Tyrosyl-DNA Phosphodiesterase (TDP1). recombinant TDP1, AlphaScreen DNA substrate cleavage. Potency, µM (titrated, usually from 130 µM), without a hit: at the top dose activity change, negative = inhibition, most hits filed as inhibitors. Tyrosyl-DNA phosphodiesterase 1 (Homo sapiens), Q9NUW8. 0.28% of 350,000 active. AID 485290, 2010; note: nearly all actives have a fitted effect of over 40% in size
# Target sequence (Q9NUW8 whole entry, looked up): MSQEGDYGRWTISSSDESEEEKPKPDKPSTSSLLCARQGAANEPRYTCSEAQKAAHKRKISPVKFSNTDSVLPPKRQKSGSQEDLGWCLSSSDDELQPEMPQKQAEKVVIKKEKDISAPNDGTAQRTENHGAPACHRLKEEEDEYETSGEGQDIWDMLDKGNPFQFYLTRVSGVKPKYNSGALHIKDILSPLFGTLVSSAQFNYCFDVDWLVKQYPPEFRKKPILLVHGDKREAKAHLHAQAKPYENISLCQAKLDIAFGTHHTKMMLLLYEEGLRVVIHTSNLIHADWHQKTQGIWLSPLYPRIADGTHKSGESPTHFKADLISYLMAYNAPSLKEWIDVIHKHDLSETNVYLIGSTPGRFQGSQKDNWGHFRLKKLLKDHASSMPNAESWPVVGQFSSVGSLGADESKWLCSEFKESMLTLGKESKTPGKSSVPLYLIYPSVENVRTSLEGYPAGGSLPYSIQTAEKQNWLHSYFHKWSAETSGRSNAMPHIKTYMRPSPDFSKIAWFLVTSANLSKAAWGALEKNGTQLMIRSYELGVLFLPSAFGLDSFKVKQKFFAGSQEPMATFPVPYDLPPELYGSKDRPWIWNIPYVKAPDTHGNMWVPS
#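 E. coli-derived human Tdp1, 1 nM final. Cpd preinc 15 min RT; substrate 15 nM final, 5 min RT; AS bead mix 10 ug/ml final, 10 min RT. Signal loss = tyrosine-FITC cleavage. No-enzyme wells = max signal.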
# * marks the source's active call; other numbers are inactive results; u = inconclusive; x = not tested or not shown; [ ] = remark or other dose. Calls come from the whole dose curve; as a rule, active = well fitted curve in the direction sought with a large enough effect; inconclusive = small, poorly fitted or top-dose-only effect, or another doubt; inactive = no such curve, though single readings can be large; an effect the other way counts as inactive or inconclusive. % is set by controls: 0 for no effect and ±100 for the full control effect; potency is the fitted concentration of half-maximal effect.
SMILES | TDP1 block | DT40 TDP1 CPT | TDP1 cell noCPT
CC1(C(=O)NS(=O)(=O)c2ccccc2Cl)CCN1C(=O)C1(c2ccccc2)CC1 (centres undefined) | x | -25% | -2%
N#Cc1ccccc1NC(=O)C1CC(=O)N(c2ccc3c4c(cccc24)CC3)C1 (centres undefined) | 5% | -2% | 1%
OCCN1CCN(CC/C=C2/c3ccccc3Sc3ccc(C(F)(F)F)cc32)CC1 | 15%[56.1 µM] | 21µM* | 9.4µM*
CCCc1nc(SCC(=O)N2CCOCC2)c2c(C)c(C)sc2n1 | -9% | 12% | u
O=C(NCCN1CCOCC1)N1CCOCC1 | 6% | -14% | -8%
Cn1c(=O)n(C)c2cc(NC(=O)CSc3nc4ccccc4c(=O)[nH]3)ccc21 | 3%[0.0935 µM] | -16% | -26%
COc1cccc(NC(=O)CC(=O)Nc2ccc3nc4n(c(=O)c3c2)CCCCC4)c1 | -3% | 3% | -8%
Cc1ccccc1CNC(=O)C1CCN(c2nnc(N3CCCC3=O)s2)CC1 | x | 4% | -1%
Fc1ccccc1/C=N/n1cnnc1 | 1% | -1% | 1%
O=C(NC1CCCc2ccccc21)c1cccc(F)c1 (centres undefined) | x | -12% | -27%
Cc1noc(C)c1N=Nc1ccc(Br)cc1C(=O)O | -8% | 9% | -4%
Cn1ccnc1SCC(=O)c1c(N)n(C)c(=O)n(C)c1=O | 0% | -10% | -6%
Cc1ccc(OCc2nc(C#N)c(N3CCN(Cc4ccccc4)CC3)o2)cc1 | 3% | 18µM* | u
Cc1cc(C)cc(C(=O)NC(CC(N)=O)c2ccc(NC3CCCCCCCCCCC3)c([N+](=O)[O-])c2)c1 (centres undefined) | x | -6% | 1%
CCCNC(=O)c1ccccc1NC(=O)c1ccccc1N(C)S(C)(=O)=O | -9% | -14% | -15%
CCn1ncc(/C=C2/SC(=S)NC2=O)c1C | 0% | -16% | -21%
Cc1ccc(-c2ccc(C3C(C#N)=C(N)Oc4n[nH]c(C)c43)o2)cc1 (centres undefined) | 12% | u | u
CCCCNC(=O)c1cc(C)nn1-c1ccccc1 | -1% | 1% | -17%
O=C(c1ccoc1)N1CCN(c2cc(-c3ccco3)nc3cc(-c4ccccc4)nn23)CC1 | x | 8.2µM* | 7.3µM*
CCN(CC)S(=O)(=O)c1ccc(N/N=C/c2ccc(O)cc2)nc1 | 4% | u | -27%
Cn1c(=O)n(C)c(=O)n(CC(=O)N2CCCCC2)c1=O | 6% | -1% | -10%
O=C(COc1ccc2ccccc2c1)Nc1nccs1 | -3% | 4% | -14%
CCOc1ccccc1N1C(=O)c2cccnc2C1=O | -1% | -9% | -1%
CCOC(=O)c1sc(N2C(=O)c3oc4cc(C)c(C)cc4c(=O)c3C2c2ccc(C)cc2)nc1C (centres undefined) | 0% | 12% | -3%
C=CCSc1nc(C)c2cc(C)cc(C)c2n1 | 2% | -5% | -7%

# Reformatted as labelled records: part of the list above.
O=C(COc1ccc2ccccc2c1)Nc1nccs1
  TDP1 block: -3%
  DT40 TDP1 CPT: 4%
  TDP1 cell noCPT: -14%
COc1cccc(NC(=O)CC(=O)Nc2ccc3nc4n(c(=O)c3c2)CCCCC4)c1
  TDP1 block: -3%
  DT40 TDP1 CPT: 3%
  TDP1 cell noCPT: -8%
Cn1ccnc1SCC(=O)c1c(N)n(C)c(=O)n(C)c1=O
  TDP1 block: 0%
  DT40 TDP1 CPT: -10%
  TDP1 cell noCPT: -6%
C=CCSc1nc(C)c2cc(C)cc(C)c2n1
  TDP1 block: 2%
  DT40 TDP1 CPT: -5%
  TDP1 cell noCPT: -7%

# The list continues:
SMILES | TDP1 block | DT40 TDP1 CPT | TDP1 cell noCPT
O=C(CCS(=O)(=O)c1ccccc1)Nc1ccccn1 | 1%[0.0935 µM] | -3% | -3%
Cc1cccc(N2CC(C(=O)Nc3nnc(SCCN4CCOCC4)s3)CC2=O)c1 (centres undefined) | 0% | 6% | -4%
COc1ccc(CNC(=O)CCCC2=NS(=O)(=O)c3ccccc3N2)cc1 | 1% | -17% | 13%
O=C(N[C@@H](Cc1ccccc1)C(=O)N1CCN(S(=O)(=O)c2ccccc2F)CC1)c1ccco1 | 1% | u | u
c1ccc(-n2ncc(-c3nn[nH]n3)n2)cc1 | 2% | -3% | -10%
CCOC(=O)c1c(C)n(CC)c2c1cc(O)c1ccccc12 | x | -3% | -5%
COC(CC(=O)NNC(=S)Nc1ccc(Cl)cc1)OC | 3% | 18µM* | 18µM*
COc1ccc(Br)cc1CNC(=O)c1nn(-c2ccc(C)cc2)c(=O)c2c1c1ccccc1n2C | -2% | -15% | -19%
COc1ccc(CNC(=O)CN(Cc2ccc(C)cc2)C(=O)c2csnn2)cc1 | x | 0% | -11%
COc1ccc(C2N=C(N)N=C(N)N2c2ccc(C)cc2)cc1 (centres undefined) | 4% | 6.5µM* | u
Cc1ccc(C(=O)OCC(=O)Nc2cc(F)ccc2F)cc1NC(=O)c1ccco1 | 3% | -1% | -27%
COc1cccc(C2=NS(=O)(=O)N(C)C(C(=O)Nc3ccccc3SC)=C2)c1 | 9% | 16µM* | u
COc1ccccc1CCn1c(N)cc(=O)[nH]c1=O | x | -9% | 5%
CCOc1ccc(NS(=O)(=O)c2ccc(-c3coc(C)n3)cc2)cc1 | 2% | u | u
COc1ccccc1N1CCN(C(=O)CNC(=O)Cn2cnc3sc(C)c(C)c3c2=O)CC1 | 10% | -4% | u
NS(=O)(=O)c1ccc(NC(=O)CN2CCCN(S(=O)(=O)c3ccc(F)cc3)CC2)cc1 | 5% | -7% | -28%
O=C(COc1ccc(Cl)cc1Cl)Nc1ccc(C(=O)Nc2ccccc2C(=O)O)cc1 | 50µM* | 17% | 4%
COC(=O)c1sccc1NC(=O)Nc1cccc([N+](=O)[O-])c1 | 3%[56.1 µM] | 2% | 10%
Cc1ccc2cc(CN(CCc3ccccc3)C(=S)NCCCN(C)C)c(=O)[nH]c2c1 | x | u | 26µM*
Fc1ccc(CN2C3=NCCN3c3ccccc32)cc1 | x | -14% | u
CC(C)(C)OC(=O)N1CCc2onc(-c3ccc([N+](=O)[O-])cc3)c2C1=O | x | -6% | u
O=C(Cn1cc(S(=O)(=O)Cc2ccc(F)cc2)c2ccccc21)NCc1ccccc1Cl | 5% | u | 21µM*
Cc1c(C(=O)N/N=C/c2cccnc2)sc(=S)n1C | 5% | -12% | -10%
O=C(Nc1ccc(C(=O)OCc2cc(=O)n3c4c(sc3n2)CCCC4)cc1)c1ccccc1 | 4% | 0% | -12%
CCCCn1c(N)c(N(CCC(C)C)C(=O)c2cc(Cl)nc3ccccc23)c(=O)[nH]c1=O | -11% | -5% | -6%
Cc1ccc(Cl)cc1N1CCN(C(=O)c2cc(S(=O)(=O)N3CCCCC3)cn2C)CC1 | 4% | 13µM* | 21µM*
Cc1ccc(-c2cc(C(F)F)nc(NCC3CCCO3)n2)cc1 (centres undefined) | -6% | -27% | -12%
Cc1ccc(C(=O)N/C(=C/c2cccs2)C(=O)NCc2ccco2)cc1 | 5% | 9% | -23%
COc1ccc(-c2oc3ccc(-c4ccc(OC)nc4)cc3c2-c2ccc(OC)cc2)cc1 | x | u | 15µM*
O=C(NCc1ccccc1)c1ccc2c(c1)C(=O)N(Cc1cccnc1)C2=O | 3% | 2% | -1%
CCN(C(=O)c1ccc(S(=O)(=O)N2CCCCC2)cc1)C1CCS(=O)(=O)C1 (centres undefined) | x | -14% | -9%
CCOC(=O)C1=C(C)Nc2nnnn2C1c1cccc(OC)c1OC (centres undefined) | 1% | -16% | -4%
O=C(Nc1nnc(COc2ccccc2)s1)c1ccco1 | 0% | 1% | -10%
CCOC(=O)[C@@H]1[C@H]2COc3cc(OC)ccc3[C@@H]2N2C(=O)N(c3cccc(Cl)c3)C(=O)[C@]12C | x | u | u
COC(=O)[C@H](Cc1ccccc1)NC(=O)N1Cc2ccccc2C[C@H]1C(=O)OC | x | -29% | u
O=C(CCC1CCCCC1)NCc1cccnc1 | 2% | -24% | -10%
CN1c2ccccc2C2(C)CCCC3=Cc4cccc([N+](=O)[O-])c4OC312 (centres undefined) | 5% | u | 16µM*
CN(Cc1ccccc1Cl)C(=O)CNC(=O)C12CC3CC(CC(C3)C1)C2 | 0% | 21µM* | u
Clc1ccc2c(c1)C(c1cccs1)=NNC(c1cccnc1)=N2 | 4% | -20% | u
CCCCCCCCN1C(=O)[C@H](CC(=O)N2CCN(C(=O)C3CC3)CC2)C[C@@]2(C(=O)OCC)CCCC=C12 | x | 23µM* | 23µM*
O=C(CCc1ccccc1)Nc1cc(S(=O)(=O)N2CCOCC2)ccc1N1CCCC1 | 1% | -7% | -1%
O=C(Nc1ccnn1C1CCN(C2CCCC2)CC1)c1ccccc1 | 3% | 4% | -8%
COC(=O)c1ccc(C)c(NC(=O)CCSc2ccc(C)cc2)c1 | 3% | -3% | -20%
O=C(CNC(=O)c1cc(Cl)cc([N+](=O)[O-])c1)OCC(=O)N1CCCCC1 | 2%[56.1 µM] | -18% | 0%
COc1ccc(NC(=O)c2ccc(-c3nn(C)c(=O)c4ccccc34)cc2)cc1 | 2% | 3% | 3%
O=C(NC1CCCC1)c1cc2c(=O)n3ccccc3nc2s1 | 1% | -19% | u
Cc1ccc(O)c(N=Nc2nccs2)c1 | 12% | 1.2µM* | 0.92µM*
O=C(COC(=O)C1CCN(S(=O)(=O)c2cccs2)CC1)NCc1ccccc1 | 0% | 6% | 1%
O=C(CCc1ccccc1)Nc1nnc(-c2ccccn2)o1 | 5% | -7% | -8%
Cc1cccc(/C=C/C(=O)c2ccc([N+](=O)[O-])o2)c1 | 2% | 0.58µM* | 0.65µM*

# Going on with the list.
SMILES | TDP1 block | DT40 TDP1 CPT | TDP1 cell noCPT
COc1ccc(C2CC2/C(C)=N/OC(=O)c2cccs2)cc1 (centres undefined) | 2% | 11% | -12%
CCn1c(CNc2ccccc2Cl)nnc1SCC(=O)OC1CCCCC1 | 6% | -8% | -10%
O=C(c1cnn(C(=O)c2ccco2)c1)c1cc(F)ccc1O | 0% | -26% | 0%
CC(C)NS(=O)(=O)c1ccc(NC(=O)Cc2ccsc2)cc1 | x | -19% | -21%
Cc1ccccc1NC(=O)c1ccccc1NC(=O)Cc1cccc2ccccc12 | 3% | -25% | u
COC(=O)/C=C/c1ccccc1CN1[C@@H](CC(=O)OC)c2ccccc2S1(=O)=O | 1% | -24% | -9%
CCOc1ccc(NC(=O)N2CCN(c3ccc(Cl)c(Cl)c3)CC2)cc1 | 7% | u | 1.3µM*
CCCN(CCC)c1ncnc2c1cnn2-c1ccc(OC)cc1 | 0% | u | u
Cc1ccc(Cl)cc1NC(=O)Cn1nc2c(cc1=O)CC(C)CC2 (centres undefined) | 1% | -17% | -33%
Cc1c(Cl)c([N+](=O)[O-])nn1CCCC(=O)Nc1cc(Cl)ccc1Cl | 5% | u | u
O=C(Nc1ccc(F)cc1)c1cc(S(=O)(=O)N2CCCCC2)ccc1F | 1% | -18% | -24%
Cc1nc(CSc2n[nH]c(=O)n2-c2cccc(F)c2)cs1 | 3% | 10% | -1%
C=CCn1cc(C(=O)NCC2CCCO2)c(=O)c2cc(S(=O)(=O)N3CCCCCC3)ccc21 (centres undefined) | 6% | u | u
Cc1cc(CNC(=O)c2ccc3c(c2)OCO3)c2ccccc2n1 | 5% | 7.3µM* | 4.6µM*
COc1ccc(C(=O)Nc2ccc(Nc3ccccc3)cc2)cc1[N+](=O)[O-] | x | 23µM* | 21µM*
CCOc1ccc(-n2nc3ccc(NC(=O)Cc4ccccc4)cc3n2)cc1 | -4%[12.3 µM] | 3.7µM* | 3.7µM*
O=C(COC(=O)C12CC3CC(CC(O)(C3)C1)C2)NC12CC3CC(CC(C3)C1)C2 | 12% | -1% | -26%
FC(F)Oc1ccc(NC(=S)NCc2nc3ccccc3[nH]2)cc1 | 8% | 10% | -5%
Cc1ccc(NC(=O)NNC(=O)c2sccc2-n2cccc2)cc1 | 7% | -21% | -20%
CCC1CCCCN1CCCNC(=O)Cn1nc(-c2ccccc2)ccc1=O (centres undefined) | 5% | -9% | 0.01µM*
N#Cc1c(N)c(C(=O)c2ccc(Cl)cc2)n2c1CCC2 | 2% | -12% | u
CC(C)[C@H](NC(=O)c1ccc(Cl)c([N+](=O)[O-])c1)C(=O)NCc1ccc(Cl)cc1Cl | 3% | u | u
COC(=O)c1sc2nc(SCc3ccccc3C)n(N)c(=O)c2c1C | 0% | -28% | u
COc1ccc(CNC(=O)c2cc3cccc(OC)c3oc2=N)cc1 | 0% | -20% | u
COC(=O)c1ccccc1-c1cc(C)cc2c1OC(CNC(=O)c1occc1C)C2 (centres undefined) | x | 16µM* | 12µM*

# Compound activity (PubChem BioAssay)
